Assay outcomes: PubChem BioAssay, Broad Institute
E-sel inducer = induces E-selectin expression in human endothelial cells; HUVEC E-selectin immunofluorescence imaging; normalized: neutral wells 0, TNF-alpha wells 100; activation, % at 7.58 µM; hit rate 0.37% among 260,000; AID 686992;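 active means mean E-selectin-positive cell signal at least 10% of the positive control, reached in at least 60% of replicates, without over 20% cell loss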;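 further: in these data hits start at about 27%; measured in HUVEC primary endothelial cells; signal is the percent of cells scored E-selectin positive by PE staining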
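assay system = HUVEC, human umbilical vein endothelial cells | input = 3,000 HUVEC seeded per well | medium = EGM-2 growth medium on 0.1% gelatin-coated wells | dosing = one compound dose added by pin transfer | signal = immunofluorescence imaging | read-out basis = % PE-positive cells | control set = TNF-alpha, DMSO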
ERp5 inh = inhibitors of human ERp5; Q15084; ERp5 insulin aggregation, absorbance 650 nm, 90 min; inhibition, % at 9.99 µM; hit rate 0.05% among 350,000; AID 651711;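 active means mean replicate inhibition above about 25%, with every replicate also reaching it, limit read from the data, passing the limit was not always enough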
Target sequence (Q15084 whole entry, looked up): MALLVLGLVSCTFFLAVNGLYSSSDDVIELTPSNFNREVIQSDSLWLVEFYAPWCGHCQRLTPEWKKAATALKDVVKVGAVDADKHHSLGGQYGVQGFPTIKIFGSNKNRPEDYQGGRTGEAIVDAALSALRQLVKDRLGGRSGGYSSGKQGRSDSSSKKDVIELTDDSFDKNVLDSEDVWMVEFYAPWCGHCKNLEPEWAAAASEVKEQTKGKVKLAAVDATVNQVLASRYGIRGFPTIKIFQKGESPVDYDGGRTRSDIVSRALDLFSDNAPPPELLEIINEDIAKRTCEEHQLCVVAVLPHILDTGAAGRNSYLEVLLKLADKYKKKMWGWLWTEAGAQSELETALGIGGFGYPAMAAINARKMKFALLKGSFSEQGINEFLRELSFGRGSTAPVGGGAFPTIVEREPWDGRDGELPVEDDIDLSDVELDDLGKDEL
RAD54 branch = RAD54 (human) branch migration inhibition | RAD54 Holliday junction branch migration, FAM/BHQ fluorescence | inhibition, % at 10.4 µM | hit rate 0.14% among 360,000 | AID 602329;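 active means mean normalized replicate activity at least 40 and at least half of replicates scoring 40 or more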;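 further: 0% = median of neutral control wells and 100% = median of positive control wells; inhibitors cause a drop in the FAM fluorescence signal; in these data hits start at about 50%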
S100A4 MyoIIA = blocks human S100A4 binding to myosin IIA peptide; hit rate 0.14% among 360,000; inhibition, % at 10.7 µM; S100A4/TAMRA-MyoIIA peptide fluorescence polarization; AID 652163; P26447;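 active means mean inhibition of at least 70% across replicates, with every replicate also reaching that level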
Target sequence (P26447 whole entry, looked up): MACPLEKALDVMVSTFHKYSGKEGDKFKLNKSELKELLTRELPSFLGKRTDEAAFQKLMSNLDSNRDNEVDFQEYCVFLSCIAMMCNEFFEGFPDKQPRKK
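System – human S100A4 monomer protein, biochemical binding assay · Buffer or medium – Calcium-containing HEPES buffer, pH 7.2 · Timing – 5 min between mix addition and reading · Also added – TAMRA-labelled myosin IIA heavy-chain peptide probe, 5 nM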
Xi reactivation = X-chromosome reactivation activator. XiGFP mouse fibroblasts, % GFP-positive cells imaging, 3 d; cells co-treated with 5-aza-dC sensitizer; scaled so ellipticine positive control = 100%. hit rate 0.055% among 360,000. activation, % at 7.58 µM;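 active means mean normalized replicate activation at least 10% and every replicate at or above 10%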;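 further: 0% = median of on-plate neutral control wells and 100% = ellipticine 6 µM median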
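Material: SV40-immortalized XiGFP fibroblast cells, line 68-5-11 | Buffer or medium: DMEM containing 5-aza-dC | Dosing: One concentration, pinned | Times: 3 d treatment, 15 min room-temperature fixation | Controls: Ellipticine 6 µM positive control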
esBAF inh = blocks esBAF chromatin remodeling in mouse ES cells; AID 602393; reporter increase, % at 12.5 µM; Bmi1-luciferase knock-in reporter, 24 h; 100% = twice the neutral-well signal; hit rate 2% among 350,000; in the data active means activation above about 40%;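 further: 0% = median of the plate's neutral control wells and 100% = double that signal; a rise in the Bmi1 reporter signal indicates esBAF inhibition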
ERAP1 HTS inh = blocks human ERAP1 aminopeptidase activity | recombinant ERAP1, Leu-AMC fluorescence, 60 min | hit rate 0.15% among 340,000 | AID 652197 | inhibition, % at 10.7 µM;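 active means mean replicate inhibition of at least 30%, or all replicates individually reaching that 30% level; inactive means mean below 30% and not every replicate reaching it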;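 further: 0% = neutral control wells and 100% = L-leucinethiol positive control wells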
RAD52 inh = RAD52 (human) annealing inhibition | recombinant RAD52 DNA annealing, FRET fluorescence | hit rate 0.46% among 360,000 | inhibition, % at 18.7 µM | AID 651710;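 active means every replicate showing at least 50% inhibition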
Target sequence (P43351 whole entry, looked up): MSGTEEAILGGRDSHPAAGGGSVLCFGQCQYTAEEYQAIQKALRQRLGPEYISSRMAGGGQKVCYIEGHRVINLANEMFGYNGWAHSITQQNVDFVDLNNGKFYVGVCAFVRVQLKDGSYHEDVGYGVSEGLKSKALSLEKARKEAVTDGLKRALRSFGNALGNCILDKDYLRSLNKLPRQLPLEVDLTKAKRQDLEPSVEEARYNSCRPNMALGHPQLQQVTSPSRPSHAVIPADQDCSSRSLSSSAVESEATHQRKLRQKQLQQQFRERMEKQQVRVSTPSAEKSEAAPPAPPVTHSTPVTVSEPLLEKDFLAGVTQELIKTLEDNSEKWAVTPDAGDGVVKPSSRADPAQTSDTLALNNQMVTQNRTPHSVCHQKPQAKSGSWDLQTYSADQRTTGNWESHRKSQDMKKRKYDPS
* marks the source's active call; other numbers are inactive results.

What do the screens show for `CN(C)C(=N)c1n[nH]nc1SCc1ccccc1`?
ERp5 inh: 7; S100A4 MyoIIA: 11; Xi reactivation: -0.1; ERAP1 HTS inh: 0; RAD52 inh: 6

Results for CCOC(=O)c1ccc(NC(=O)CSc2nncn2-c2cccnc2)cc1 ?
ERp5 inh: 4; RAD54 branch: -5; S100A4 MyoIIA: 1; Xi reactivation: 0.0; esBAF inh: -7; ERAP1 HTS inh: 3; RAD52 inh: -23

How did C=C(C)CN=C1SC(C(=O)Nc2sc3c(c2C(=O)OC)CCC3)C(N)=C1C(N)=O (configuration not stated) do in these assays?
E-sel inducer: -0.2; ERp5 inh: 7; RAD54 branch: -2; S100A4 MyoIIA: 1; Xi reactivation: 0.0; ERAP1 HTS inh: -1; RAD52 inh: -15

What do the screens show for `O=C(c1ccc2c(c1)OCO2)C1CCCN(C2CCN(CCc3ccccc3)CC2)C1` (configuration not stated)?
E-sel inducer: 3.5; ERp5 inh: -3; S100A4 MyoIIA: -11; Xi reactivation: 0.0; ERAP1 HTS inh: -3; RAD52 inh: -18

What do the screens show for `COc1cccc(CNC(=O)N[C@@H](C)C(=O)O)c1`?
E-sel inducer: -2.0; ERp5 inh: 5; S100A4 MyoIIA: 8; Xi reactivation: 0.0; esBAF inh: -3; ERAP1 HTS inh: 2; RAD52 inh: -7

What do the screens show for `CN(c1cccnc1)c1ccc(NC(=O)Cc2cn(Cc3ccccc3)c3ccccc23)cc1Br`?
E-sel inducer: 0.1; ERp5 inh: -3; S100A4 MyoIIA: 0; Xi reactivation: 0.8; ERAP1 HTS inh: -4; RAD52 inh: -62

How did CC(NC(=O)C1CSC2(C)CCC(=O)N12)c1ccccc1Cl (configuration not stated) do in these assays?
E-sel inducer: -0.1; ERp5 inh: 5; RAD54 branch: -2; S100A4 MyoIIA: -2; Xi reactivation: 0.2; esBAF inh: 0; ERAP1 HTS inh: -2; RAD52 inh: -4

What do the screens show for `C/C=C/c1ccc([C@H]2[C@@H](C#N)N(C(=O)CN3CCOCC3)[C@H]2CO)cc1`?
E-sel inducer: 0.1; ERp5 inh: -3; RAD54 branch: 1; S100A4 MyoIIA: -6; Xi reactivation: 0.0; esBAF inh: -8; ERAP1 HTS inh: -1; RAD52 inh: -9

What do the screens show for `CCC(=O)N1CCC2(CC1)CN(S(=O)(=O)c1ccccc1)[C@H](CO)c1[nH]c3cc(OC)ccc3c12`?
E-sel inducer: -0.1; ERp5 inh: -3; S100A4 MyoIIA: -4; Xi reactivation: 0.4; ERAP1 HTS inh: -3; RAD52 inh: 1

Results for Cc1ccc(S(=O)(=O)CCC(=O)OCC(=O)NC(C)c2ccc(F)cc2)cc1 (configuration not stated) ?
E-sel inducer: 0.4; ERp5 inh: 1; RAD54 branch: 5; S100A4 MyoIIA: 2; Xi reactivation: 0.3; esBAF inh: -1; ERAP1 HTS inh: -1; RAD52 inh: -6

Results for CC(C)NC(=O)Nc1cccc2c1O[C@@H](CN(C)C(=O)Nc1ccccc1)[C@@H](C)CN([C@@H](C)CO)C2=O ?
E-sel inducer: -0.1; ERp5 inh: 1; RAD54 branch: 12; S100A4 MyoIIA: 0; Xi reactivation: -0.1; esBAF inh: 0; ERAP1 HTS inh: 0; RAD52 inh: 8

Results for O=C(c1ccc(Cl)c(S(=O)(=O)N2CCCCCC2)c1)N1CCN(c2ccc(O)cc2)CC1 ?
ERp5 inh: 4; RAD54 branch: -8; S100A4 MyoIIA: -2; Xi reactivation: 0.0; esBAF inh: 8; ERAP1 HTS inh: 2; RAD52 inh: -23

How did COC(=O)c1sc(N)c(C(=O)OC)c1COC(=O)C12CC3CC(CC(O)(C3)C1)C2 do in these assays?
E-sel inducer: 0.0; ERp5 inh: -1; RAD54 branch: -8; S100A4 MyoIIA: -1; Xi reactivation: 0.1; esBAF inh: 4; ERAP1 HTS inh: 0; RAD52 inh: -4

Results for CC1CCc2sc(C(=O)NC(C)C3CCCO3)cc2C1 (configuration not stated) ?
E-sel inducer: -0.2; ERp5 inh: -1; RAD54 branch: 1; S100A4 MyoIIA: -6; Xi reactivation: 0.0; ERAP1 HTS inh: -2; RAD52 inh: -42

What do the screens show for `CCOC(=O)c1ccc(NC(=S)NCc2ccccc2)cc1`?
E-sel inducer: 0.3; ERp5 inh: 0; RAD54 branch: -6; S100A4 MyoIIA: 1; Xi reactivation: -0.1; esBAF inh: 6; ERAP1 HTS inh: 0; RAD52 inh: -8

What do the screens show for `CCOc1ccccc1-c1nc(C(N)=O)c2[nH]c(=O)n(-c3ccc(F)cc3)c2n1`?
E-sel inducer: 0.3; ERp5 inh: -3; RAD54 branch: 1; S100A4 MyoIIA: -10; Xi reactivation: 0.0; esBAF inh: -4; ERAP1 HTS inh: -4; RAD52 inh: -35

What do the screens show for `Cc1ccc(C(C(=O)NC2CCCC2)N(CCCO)C(=O)Cn2nnc(-c3ccc(C)o3)n2)cc1` (configuration not stated)?
ERp5 inh: -4; S100A4 MyoIIA: -1; Xi reactivation: 0.0; esBAF inh: 1; ERAP1 HTS inh: -3; RAD52 inh: 3

Results for COc1ccc(C)cc1N(CC(=O)N1CCCCCC1)S(=O)(=O)c1ccccc1 ?
E-sel inducer: -0.2; ERp5 inh: -4; RAD54 branch: -4; S100A4 MyoIIA: -3; Xi reactivation: 0.0; esBAF inh: 9; ERAP1 HTS inh: 5; RAD52 inh: -3

How did CC(C)[C@H](NC(=O)c1ccccc1)C(=O)OCc1nnc(-c2ccccc2)o1 do in these assays?
E-sel inducer: 1.0; ERp5 inh: -3; S100A4 MyoIIA: 2; Xi reactivation: 0.0; ERAP1 HTS inh: 6; RAD52 inh: 0

What do the screens show for `Cc1cc(=O)oc2cc(NC(=O)C(C)Oc3ccccc3)ccc12` (configuration not stated)?
E-sel inducer: 0.3; ERp5 inh: 0; S100A4 MyoIIA: -2; Xi reactivation: -0.1; ERAP1 HTS inh: -5; RAD52 inh: -5

What do the screens show for `C[C@@H]1CN([C@H](C)CO)C(=O)c2cc(-c3cccc(C#N)c3)cnc2O[C@H]1CN(C)Cc1ccc(F)cc1`?
E-sel inducer: -0.1; ERp5 inh: -2; RAD54 branch: 3; S100A4 MyoIIA: -4; Xi reactivation: -1.1; esBAF inh: 2; ERAP1 HTS inh: 1; RAD52 inh: 11

How did COc1ccc(-c2noc3c2-c2nc(-c4ccccc4C)sc2CC3)cc1 do in these assays?
E-sel inducer: 2.3; ERp5 inh: -3; S100A4 MyoIIA: 8; Xi reactivation: 0.0; ERAP1 HTS inh: 0; RAD52 inh: -2

How did CO[C@@H]1CN(C)C(=O)c2cc(NC(=O)Nc3ccccc3F)ccc2OC[C@@H](C)N(C(C)=O)C[C@H]1C do in these assays?
E-sel inducer: -0.1; ERp5 inh: 7; RAD54 branch: -1; S100A4 MyoIIA: 11; Xi reactivation: 0.4; esBAF inh: 0; ERAP1 HTS inh: -6; RAD52 inh: 18

Results for Cc1coc2c(C)c3oc(=O)c(CCC(=O)NCCCN4CCOCC4)c(C)c3cc12 ?
ERp5 inh: -4; RAD54 branch: 10; S100A4 MyoIIA: 0; esBAF inh: 7; ERAP1 HTS inh: -2; RAD52 inh: 25

How did CCN(Cc1ccccc1)C(=O)CCS(=O)(=O)c1ccc2c(c1)n(C)c(=O)c(=O)n2C do in these assays?
E-sel inducer: -0.1; ERp5 inh: 6; RAD54 branch: -8; S100A4 MyoIIA: 0; Xi reactivation: -0.1; esBAF inh: -6; ERAP1 HTS inh: -3; RAD52 inh: -6

How did O=C(CN(C(=O)Cn1nnc(-c2ccc(F)cc2)n1)c1cnc2ccccc2c1)NCC1CCCO1 (configuration not stated) do in these assays?
ERp5 inh: -1; S100A4 MyoIIA: -5; Xi reactivation: 0.1; ERAP1 HTS inh: -4; RAD52 inh: -12

Results for CCN(CC(=O)Nc1ccc2c(c1)OCCO2)CC(=O)Nc1ccccc1C(F)(F)F ?
ERp5 inh: 4; RAD54 branch: 5; S100A4 MyoIIA: -1; Xi reactivation: 0.4; esBAF inh: 2; ERAP1 HTS inh: -4; RAD52 inh: -16

What do the screens show for `CN1C(=O)S/C(=C/c2ccccc2OCc2ccc(C(=O)O)cc2)C1=O`?
ERp5 inh: -3; S100A4 MyoIIA: 2; Xi reactivation: 0.0; ERAP1 HTS inh: 2; RAD52 inh: -22

What do the screens show for `COc1ccccc1NC(=O)c1ccc(COc2ccc3c(c2)CCC3)cc1`?
E-sel inducer: -0.1; ERp5 inh: 2; RAD54 branch: 0; S100A4 MyoIIA: 1; Xi reactivation: 0.2; esBAF inh: 8; ERAP1 HTS inh: -4; RAD52 inh: -1

What do the screens show for `C[C@@H]1CN([C@H](C)CO)C(=O)c2cc(NC(=O)Cc3ccccc3)ccc2O[C@@H](C)CCCCO[C@@H]1CN(C)Cc1ccccc1`?
ERp5 inh: -1; RAD54 branch: 6; S100A4 MyoIIA: 5; Xi reactivation: 0.0; esBAF inh: 3; ERAP1 HTS inh: -2; RAD52 inh: 6

Results for CSCC[C@H](NC(=O)[C@H](Cc1ccccc1)n1c(=O)[nH]c2ccccc2c1=O)C(=O)N1CCC(C(=O)O)CC1 ?
ERp5 inh: 11; RAD54 branch: 10; S100A4 MyoIIA: -5; esBAF inh: -1; RAD52 inh: -5

What do the screens show for `COC(=O)c1sccc1NC(=O)c1cccs1`?
E-sel inducer: -0.2; ERp5 inh: 5; RAD54 branch: 0; S100A4 MyoIIA: -2; Xi reactivation: 0.1; RAD52 inh: -5

What do the screens show for `CCCNC(=O)N1CC2(CCN(C(=O)Cc3cccnc3)CC2)c2c([nH]c3cc(OC)ccc23)[C@H]1CO`?
E-sel inducer: -0.2; S100A4 MyoIIA: 1; Xi reactivation: 0.0; ERAP1 HTS inh: -1; RAD52 inh: -13

How did Cc1cccc(C(=O)Nc2cccnc2Cl)c1 do in these assays?
ERp5 inh: -1; RAD54 branch: -4; S100A4 MyoIIA: -1; Xi reactivation: 0.0; esBAF inh: 14; ERAP1 HTS inh: 0; RAD52 inh: -16

Two compounds drawn at random from the list so far:
What do the screens show for `CN(C)C(=N)c1n[nH]nc1SCc1ccccc1`?
ERp5 inh: 7; S100A4 MyoIIA: 11; Xi reactivation: -0.1; ERAP1 HTS inh: 0; RAD52 inh: 6

Results for Cc1coc2c(C)c3oc(=O)c(CCC(=O)NCCCN4CCOCC4)c(C)c3cc12 ?
ERp5 inh: -4; RAD54 branch: 10; S100A4 MyoIIA: 0; esBAF inh: 7; ERAP1 HTS inh: -2; RAD52 inh: 25

3 entries out of the list, ordered by molecular weight, highest first:
What do the screens show for `C[C@@H]1CN([C@H](C)CO)C(=O)c2cc(-c3cccc(C#N)c3)cnc2O[C@H]1CN(C)Cc1ccc(F)cc1`?
E-sel inducer: -0.1; ERp5 inh: -2; RAD54 branch: 3; S100A4 MyoIIA: -4; Xi reactivation: -1.1; esBAF inh: 2; ERAP1 HTS inh: 1; RAD52 inh: 11

How did COc1ccc(-c2noc3c2-c2nc(-c4ccccc4C)sc2CC3)cc1 do in these assays?
E-sel inducer: 2.3; ERp5 inh: -3; S100A4 MyoIIA: 8; Xi reactivation: 0.0; ERAP1 HTS inh: 0; RAD52 inh: -2

What do the screens show for `COC(=O)c1sccc1NC(=O)c1cccs1`?
E-sel inducer: -0.2; ERp5 inh: 5; RAD54 branch: 0; S100A4 MyoIIA: -2; Xi reactivation: 0.1; RAD52 inh: -5

Hits appear at their usual frequency. Share with any hit: about 2.5%.
